Kir21 inh – Kir2.1 (mouse) channel inhibition; HEK293-Kir2.1, FluxOR thallium flux fluorescence; hits give low values; 0.85% of 310,000 active; B-score at 10 µM; P35561; AID 1672;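 active = fluorescence ratio B-score at or below minus 3 SD of library scores, with starting-brightness B-score within 2 SD, cut at about -4.2 in these data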;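 note: channel flux triggered by added potassium and thallium sulfate stimulus; B-score of peak minus minimum fluorescence over baseline after thallium stimulus; more negative B-score means stronger Kir2.1 block with less thallium influx; some compounds called inactive have numbers as strong as hits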
Target sequence (P35561 whole entry, looked up): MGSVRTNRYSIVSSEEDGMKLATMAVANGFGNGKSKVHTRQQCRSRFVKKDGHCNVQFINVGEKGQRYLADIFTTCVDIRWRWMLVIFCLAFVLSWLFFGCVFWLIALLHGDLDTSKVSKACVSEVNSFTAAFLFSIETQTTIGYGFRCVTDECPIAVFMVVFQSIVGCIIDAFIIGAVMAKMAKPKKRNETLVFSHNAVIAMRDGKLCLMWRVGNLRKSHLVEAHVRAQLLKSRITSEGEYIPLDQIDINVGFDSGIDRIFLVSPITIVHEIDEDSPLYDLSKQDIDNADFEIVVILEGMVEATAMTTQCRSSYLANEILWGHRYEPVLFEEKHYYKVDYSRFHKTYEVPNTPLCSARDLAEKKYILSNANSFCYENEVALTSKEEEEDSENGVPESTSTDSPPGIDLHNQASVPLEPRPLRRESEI
CHT block – human CHT choline transport inhibition | B-score at 10 µM | 0.86% of 310,000 active | AID 488975 | CHT-expressing cells, membrane potential dye, choline response; hits give low values;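 active = B-score over 3 SD under the library average, and starting fluorescence ratio not unusually high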;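 note: choline stimulus applied at its EC90 after an EC20 pre-addition; B-score computed on integrated fluorescence ratio after choline addition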
Target sequence (Q9GZV3 whole entry, looked up): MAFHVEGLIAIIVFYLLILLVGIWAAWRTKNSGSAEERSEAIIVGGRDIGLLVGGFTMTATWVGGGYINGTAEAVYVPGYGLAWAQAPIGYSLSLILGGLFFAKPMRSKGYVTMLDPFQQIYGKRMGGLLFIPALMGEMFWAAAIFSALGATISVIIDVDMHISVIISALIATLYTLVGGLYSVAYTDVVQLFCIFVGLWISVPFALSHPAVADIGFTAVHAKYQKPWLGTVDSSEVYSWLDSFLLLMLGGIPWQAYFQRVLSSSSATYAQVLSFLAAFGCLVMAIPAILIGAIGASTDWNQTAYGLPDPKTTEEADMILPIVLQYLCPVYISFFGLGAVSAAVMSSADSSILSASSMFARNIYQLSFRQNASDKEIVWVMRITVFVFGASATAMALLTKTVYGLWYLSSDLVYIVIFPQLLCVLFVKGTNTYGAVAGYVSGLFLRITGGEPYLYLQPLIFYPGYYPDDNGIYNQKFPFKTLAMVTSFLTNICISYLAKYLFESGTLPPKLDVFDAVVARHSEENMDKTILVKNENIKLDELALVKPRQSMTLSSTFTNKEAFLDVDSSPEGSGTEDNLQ
Numbers without * were called inactive; i = inactive; . = no result given.

Kir21 inh | CHT block | structure
0 | i | O=C(NCCNS(=O)(=O)c1ccc(Cl)cc1)c1cc(OCC(F)(F)F)ccc1OCC(F)(F)F
1.8 | i | Cc1oc(C)c(C(N)=O)c1C(N)=O
1 | i | CC(C)(C)NC(=O)C1CCCN(S(=O)(=O)c2ccc(-n3cnnn3)cc2)C1 (stereo unspecified)
-1.8 | i | CSc1nc(N)nc(SCC(=O)OC(C)C)c1C#N
0.29 | i | CC1CCN(C(=O)CSc2nc(N)cc(N)n2)CC1
1.1 | i | Cc1ccc(SCC(=O)NNC(=O)c2ccc(S(C)(=O)=O)cc2)cc1
-0.64 | i | O=C1CCc2cc(S(=O)(=O)N3CCN(c4cccc(Cl)c4)CC3)ccc2N1
-1.1 | i | Cc1cc(S(=O)(=O)N2CCOCC2)ccc1OCC(=O)N1CCC(C(N)=O)CC1
-0.36 | i | Cc1cc(NC(=O)COC(=O)C2=COCCO2)c([N+](=O)[O-])cc1C
1.5 | i | O=Cc1ccccc1OCCOc1ccc([N+](=O)[O-])cc1
1.2 | i | CCCCCCc1ccc(N2C[C@H](CCCCC)[C@@H](CC(=O)NCc3ccc(OC)cc3)C2=O)cc1
-3.1 | i | COc1ccc(C(=O)N/N=C2\CCc3ccccc32)cc1OC
0.22 | i | COc1cccc(-c2ccc(SCC(=O)NCCc3ccccc3)nn2)c1
-1.6 | i | Cc1ccc2c(c1)c1c3n2CCN=C3CCC1
-1.1 | i | O=C(Cn1c2[n+](c3ccc(C(F)(F)F)cc31)CCCCC2)c1ccc2c(c1)OCCO2
-0.04 | i | Cc1ccc(S(=O)(=O)N(C)C(=O)NC(=O)NS(=O)(=O)c2ccccc2)cc1
0.04 | i | OCCNc1nc2ccccc2n1-c1ccccc1
1.5 | i | Cc1ccc(SCC(=O)OCC(=O)NC2CCCCCC2)cc1
-0.46 | i | COc1ccc(-c2sc3ccc(OC)cc3c2C#CCCO)cc1
0.18 | i | CC(C)(C)CC(C)(C)NC(=O)/C=C/C(=O)O
-0.95 | i | O=C(c1ccc(S(=O)(=O)N2CCOCC2)cc1)N(c1ccccc1)C1C=CS(=O)(=O)C1 (stereo unspecified)
0.09 | i | Cc1cccc(NC(=O)NNC(=O)c2ccc3ccccc3c2)c1
0.02 | i | CC(SC1CCCC1)C(=O)Nc1ccnn1C(C)C (stereo unspecified)
-0.13 | i | CCCCCOc1ccc(NC(=O)CSc2cccc3cccnc23)cc1
-1.2 | i | CCCCCC(=O)Nc1ccc(Cl)cn1
. | i | Cc1ccc(NC(=O)CCCC(=O)O)c(Br)c1
0.68 | i | CCn1ncc(/C=N/NS(=O)(=O)c2ccc(Cl)cc2)c1C
1.4 | i | COCCSc1nnc(-c2cccc(C#N)c2)n1C
-3.2 | i | COC(=O)c1ccc(NC(=O)CSc2nc(N)c(NC(=O)c3ccc(Br)o3)c(=O)[nH]2)cc1
-1.1 | i | O=C(COc1ccc2ccc(=O)oc2c1)OCc1ccccc1
0.16 | i | CCCCc1nc2sc3c(=O)n(N)cnc3c2c2c1CCCC2
0.88 | i | CSc1nnc(CCNS(=O)(=O)c2ccc(Br)cc2)n1C
-2 | i | c1ccc(CNCc2ccco2)cc1
0.31 | i | COc1ccc(C(=O)NC(=S)NNC(=O)[C@H]2C[C@@H]2c2ccccc2)cc1OC
-0.03 | i | COc1ccc(/C=C(\NC(=O)c2ccc([N+](=O)[O-])cc2)C(=O)N2CCOCC2)cc1
-0.81 | i | O=C1c2ccccc2C(=Nc2ccccc2)C1c1cccc(Br)c1 (stereo unspecified)
1.2 | i | COc1ccc(C)cc1S(=O)(=O)Nc1cccc(-c2cn3cccnc3n2)c1
0.18 | i | CC(=O)Nc1ccc(S(=O)(=O)N2CCN(C(=O)c3ncoc3-c3ccccc3F)CC2)cc1
0.05 | i | O=C(CNC(=O)c1ccccc1)OCC(=O)N1c2ccccc2Sc2ccccc21
-0.87 | i | COc1ccc(Nc2ccccc2C(=O)O)cc1
-0.76 | i | O=C(Nc1cnn(Cc2ccc(F)cc2)c1)c1cc(-c2cccs2)on1
0.65 | i | CCc1nnc(NC(=O)CCC(=O)NCCc2ccc(OC)c(OC)c2)s1
1.2 | i | Cc1ccsc1C(=O)OCC(=O)NC1CCS(=O)(=O)C1 (stereo unspecified)
0.59 | i | Cc1ccc2c(C)c(C(=O)N3CCN(c4cnccn4)CC3)oc2c1C
0.94 | i | COc1cccc(-c2nnc(SCC(=O)N3CC(C)CC(C)C3)o2)c1 (stereo unspecified)
-0.32 | i | O=C(OCC(=O)N1CCC(c2ccccc2)=N1)c1ccc([N+](=O)[O-])s1
-1.5 | i | Cc1nc(SC(C)C(=O)c2c(N)n(C)c(=O)n(C)c2=O)c2c(C)c(C)sc2n1 (stereo unspecified)
2 | i | Cc1cc(NC(=O)CS(=O)(=O)c2c[nH]c3ccccc23)no1
1.6 | i | CCOn1c(=O)c(-c2cccc([N+](=O)[O-])c2)[n+]([O-])c2ccccc21
-0.43 | i | CC(C)(C)c1ccc(OCC(=O)NN2Cc3ccccc3C2=N)cc1
0.23 | i | O=c1[nH]c(S)nc2sc3c(c12)CCCC3
0.3 | i | CSc1nnc(NC(=O)c2ccc(S(=O)(=O)N3CCOCC3)cc2)s1
-0.02 | i | O=C(CCN1C(=O)S/C(=C/c2ccc(F)cc2)C1=O)Nc1ccc(O)c(C(=O)O)c1
-1.4 | i | Cc1oc2cc(Br)c(O)c(Br)c2c1C(=O)c1ccccc1
-1.2 | i | O=C(Nc1cccc(-c2nnc(-c3ccco3)o2)c1)c1ccccc1
0.84 | i | CCNc1nc(Cl)nc(NC2CCCCC2)n1
-0.54 | i | Cc1cc(C)cc(OCC(=O)Nc2ccc3c(c2)OCCO3)c1
-1 | i | O=[N+]([O-])CC(=Nc1ccc(Cl)cc1)N/N=C\c1oc(O)c2ccccc12
0.08 | i | COc1ccccc1N1C(=O)S/C(=C\c2ccc(C)s2)C1=O
-0.05 | i | CCOc1cccc(N(C(=O)CCC(=O)Nc2cc(C)on2)C(C(=O)NC(C)(C)C)c2ccc(OC)cc2)c1 (stereo unspecified)

Compound profiles, as listed above. Order of values: Kir21 inh	CHT block
Profile of `CSc1nnc(CCNS(=O)(=O)c2ccc(Br)cc2)n1C` → 0.88	i
Profile of `Cc1cc(NC(=O)CS(=O)(=O)c2c[nH]c3ccccc23)no1` → 2	i
Profile of `COc1ccc(C)cc1S(=O)(=O)Nc1cccc(-c2cn3cccnc3n2)c1` → 1.2	i
Profile of `COc1ccc(/C=C(\NC(=O)c2ccc([N+](=O)[O-])cc2)C(=O)N2CCOCC2)cc1` → -0.03	i
Profile of `CSc1nnc(NC(=O)c2ccc(S(=O)(=O)N3CCOCC3)cc2)s1` → 0.3	i

Remaining list, next part.
Kir21 inh | CHT block | structure
1.3 | i | CCCCCN(C(=O)CCC(=O)OCC(=O)N(CC)C1CCCCC1)c1c(N)n(CCCC)c(=O)[nH]c1=O
0.93 | i | CCS(=O)(=O)N1CCN(c2ncnc3sc(C)c(C)c23)CC1
-0.76 | i | Cc1nn(Cc2ccccc2)c(Cl)c1C(=O)OC(C)C#N (stereo unspecified)
-0.13 | i | CCOc1ccc(N2C(=O)CC(N3CCc4ccccc43)C2=O)cc1 (stereo unspecified)
0.25 | i | O=C1C(Cl)=C(NCCCN2CCOCC2)C(=O)N1CCc1ccccc1
0.53 | i | CCOc1cccc(C(=O)NC(=S)Nc2cccnc2)c1
1.2 | i | COc1ccc(-n2c(-c3ccc(Br)cc3)n[nH]c2=S)cc1
-0.03 | i | CCn1cc([N+](=O)[O-])c(C(=O)Nc2nc(-c3ccc(C)cc3)c(C)s2)n1
-0.54 | i | O=C(NCc1ccccc1Cl)c1ccc(Br)o1
-0.58 | i | COc1ccccc1C(CNC(=O)CCNC(=O)c1ccccc1Cl)N1CCCC1 (stereo unspecified)
0.66 | i | C=CCN(C(=O)c1csnn1)C(C(=O)NCc1ccccc1)c1ccccc1F (stereo unspecified)
1.1 | i | CCN(CC(=O)NCc1cccs1)c1ccc(S(=O)(=O)N2CCOCC2)cn1
-0.11 | i | O=C(CSc1nncs1)NC(=O)NCc1ccco1
0.38 | i | O=C(O)C1(Cc2nc3ccccc3[nH]2)CCCC1
-1.2 | i | Cc1ccc(C)c(NC(=O)Cn2nc(C(F)(F)F)cc2C2CC2)c1
0.28 | i | O=C(CN(C(=O)Cn1nnc(-c2ccccc2F)n1)c1cnc2ccccc2c1)NCC1CCCO1 (stereo unspecified)
0.08 | i | Cc1ccc(-n2c(C)nc3c(cnn3-c3ccc(C)c(C)c3)c2=O)cc1C
0.3 | i | Cc1ccc(CNC(=O)Cn2nnc3ccccc3c2=O)cc1
0.62 | i | COc1cccc(CNC(=O)CCS(=O)(=O)c2ccc3c(c2)NC(=O)CS3)c1
-1.8 | i | Fc1ccc(NC(=S)N/N=C/c2ccc(F)c(F)c2)cc1
0.98 | i | CCn1c(=S)sc2c(=O)n(CC(=O)Nc3cccc(Cl)c3)c(C)nc21
-0.81 | i | Cc1ccc(-c2nnc(N3CCN(C(=O)c4ccco4)CC3)c3ccccc23)cc1
-1.5 | i | C[C@@H]1C[C@@H]2O[C@H]2/C=C\C=C\C(=O)Cc2c(Cl)c(O)cc(O)c2C(=O)O1
0.68 | i | Cc1[nH]c2ccccc2c1/C=N/NC(=O)c1cccc(F)c1
1.9 | i | O=C(Nc1cccc(Cl)c1)N1CCN(Cc2ccccc2)CC1
-1.7 | i | CCc1cc2ccc(OC)cc2nc1SCC(=O)NNC(=O)c1ccco1
0.46 | i | O=C(NC(=S)Nc1cccc(Cl)c1Cl)C1CC1
-0.18 | i | CCOC(=O)C1CCN(C(=O)Cn2nc(C)c3c(C)n(-c4ccccc4)nc3c2=O)CC1
0.01 | i | Cc1cc(C)c2c(c1)-c1cc(C)nn1C(c1ccc3c(c1)OCO3)N2 (stereo unspecified)
0.68 | i | Cc1nc2ccc(-c3nc4ccccc4o3)cc2[nH]1

An excerpt from above in order of number of heavy atoms, descending.
Kir21 inh | CHT block | structure
0.53 | i | CCOc1cccc(C(=O)NC(=S)Nc2cccnc2)c1
-0.11 | i | O=C(CSc1nncs1)NC(=O)NCc1ccco1
0.46 | i | O=C(NC(=S)Nc1cccc(Cl)c1Cl)C1CC1

(cont.)
Kir21 inh | CHT block | structure
0.02 | i | O=C(Cn1cc(C(F)(F)F)cc(Cl)c1=O)NCc1ccc(Cl)cc1
-1.5 | i | CCSc1nnc(Cn2c(=O)sc3ccccc32)n1C
0.52 | i | Cc1ccc2[nH]c(=O)c(CN(CCc3ccccc3)C(c3nnnn3Cc3ccco3)C(C)C)cc2c1 (stereo unspecified)
0.03 | i | Cc1cc([N+](=O)[O-])nn1CC(=O)Nc1sc2c(c1C(N)=O)CCCC2
0.09 | i | CCOC(=O)C(=O)Nc1ccc(Oc2ccccc2)cc1
-2.2 | i | CC(C)CN1CCN(Cc2ccc3ncccc3c2)CC1CCO (stereo unspecified)
-0.12 | i | COc1ccc(-n2c(=S)[nH]c3cc(C(=O)NCc4ccccc4OC)ccc3c2=O)c(OC)c1
2.1 | i | CCn1cc(C(=O)N2CCN(C(=O)c3ccco3)CC2)c2cc(OC)c(OC)cc2c1=O
0.87 | i | CC(=O)Nc1ccc(NC(=O)c2cc(-n3cnnc3)ccc2Cl)cc1
-0.07 | i | Cc1ccn(C(=O)c2cc3cc(Cl)ccc3oc2=O)n1
-0.38 | i | O=C(c1ccc(Cl)cc1)N1CCc2ccccc21
-0.62 | i | Cc1ccc(Sc2cc(C(=O)NCCCN(C)C)c3ccccc3n2)cc1
0.7 | i | O=C(Nc1nc2cc3c(cc2s1)OCCO3)c1cccs1
0.95 | i | CN1/C(=C\C(=O)CN2C(=O)NC3(CCCCCC3)C2=O)C(C)(C)c2ccccc21
-1.6 | i | COc1ccc(C(C)=O)cc1CSc1nnc(SCc2cc(C(C)=O)ccc2OC)s1
0.74 | i | COc1cc2nc(NC(=O)c3ccco3)sc(=O)c2cc1OC
-0.37 | i | CCCCNC(=S)N1CCC(Cc2ccccc2)CC1
2.5 | i | CCN1C(=O)[C@@H]2[C@@H](c3ccc(-c4ccccc4)cc3)N3CCCC[C@@]3(C(=O)OC)[C@@H]2C1=O
0.88 | i | Cc1ccc(CCCNC(=O)C2CCC(=O)N(Cc3cccc(F)c3)C2)cc1 (stereo unspecified)
0.52 | i | Cc1ccc(C(=O)COC(=O)c2ccc(-c3cnc4ccccc4n3)cc2)cc1C
-0.02 | i | CCCOc1ccc2ccccc2c1/C=N/n1c(C)nnc1-n1nc(C)cc1C
-2.7 | i | COc1cc(/C=N/NC(=O)CC2(C)OCCO2)cc(Br)c1O
0.16 | i | CCc1ccc(N2CN(Cc3cccnc3)CNC2=S)cc1
0.25 | i | COc1ccc(CNS(=O)(=O)c2ccc3c(c2)C(C)(C)C(=O)N3C)cc1
0.07 | i | O=C(COC(=O)CCc1ccc(S(=O)(=O)N2CCOCC2)cc1)Nc1ccc(Cl)cn1
1.1 | i | O=C(CN1CCN(S(=O)(=O)c2ccccc2)CC1)Nc1ccc2c(c1)CCC2
-2.2 | i | CC(C)(C)C(=O)NC(=S)Nc1ccccc1N1CCCC1
-0.05 | i | CC(C)Cc1nc2sc3c(SCC(N)=O)ncnc3c2c2c1CCC2
0.32 | i | CC(NC(=O)CCNC(=O)c1ccco1)c1ccccc1 (stereo unspecified)
-1.1 | i | CCOC(=O)C1CCN(Cc2ccc(O)c(OC)c2)CC1
-0.07 | i | O=C(NCc1ccc(F)cc1)c1cnc2sccn2c1=O
-3.4 | i | CCc1ccccc1NC(=O)CCS(=O)(=O)c1ccc(Br)cc1
-1.3e-15 | i | Cc1cc(C)c(-c2csc(NC(=O)C3=COCCO3)n2)cc1C

Shown as labelled records: entries from further up
O=C(c1ccc(Cl)cc1)N1CCc2ccccc21
  Kir21 inh: -0.38
  CHT block: i
Cc1ccc(Sc2cc(C(=O)NCCCN(C)C)c3ccccc3n2)cc1
  Kir21 inh: -0.62
  CHT block: i

Compound activity (PubChem BioAssay)
